# MITF inh = human MITF inhibition, primary screen | O75030 | AlphaScreen MITF homodimerization, bead proximity signal | inhibition, % at 2.6 µM | 650,000 tested, 0.91% active; in the data active = inhibition above about 50%;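 also: 0% = vehicle wells with protein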
# Target sequence (O75030 whole entry, looked up): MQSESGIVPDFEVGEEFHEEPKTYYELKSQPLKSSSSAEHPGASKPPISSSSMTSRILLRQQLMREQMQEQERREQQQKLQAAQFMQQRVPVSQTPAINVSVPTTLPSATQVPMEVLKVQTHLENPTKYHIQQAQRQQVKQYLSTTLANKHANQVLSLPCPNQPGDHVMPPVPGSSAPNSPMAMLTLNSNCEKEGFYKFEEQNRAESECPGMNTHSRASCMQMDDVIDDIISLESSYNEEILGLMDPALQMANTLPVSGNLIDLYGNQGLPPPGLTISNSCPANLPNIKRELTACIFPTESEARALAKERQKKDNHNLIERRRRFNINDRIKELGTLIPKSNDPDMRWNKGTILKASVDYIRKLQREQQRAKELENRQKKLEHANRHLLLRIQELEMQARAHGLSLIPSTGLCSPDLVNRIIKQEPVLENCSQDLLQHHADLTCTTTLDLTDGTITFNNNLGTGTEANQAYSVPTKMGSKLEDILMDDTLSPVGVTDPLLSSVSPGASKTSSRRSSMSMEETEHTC
# FBW7 activator = activators of human E3 ligase FBW7; Q969H0; AlphaScreen FBW7–phospho-cyclin E peptide binding, activator screen; normalized activity (activation), % at 26.1 µM; 650,000 tested, 0.13% active; in the data active = normalized activity above about 1.9%;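 also: purified mutant Fbw7 with reduced substrate affinity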
# TEAD-YAP inh = TEAD-YAP interaction inhibition; HEK-TIYL cells, TEAD-Gal4/YAP UAS-luciferase luminescence; 640,000 tested, 1.4% active; inhibition, % at 9.12 µM; AID 1259422; in the data active = inhibition above about 32%;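 also: 0% = median of test compound wells and 100% = reference inhibitor wells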
# GPR151 ag = activates the human receptor GPR151 | Q8TDV0 | PathHunter beta-arrestin GPR151 cells, luminescence | activation, % at 11.2 µM | 650,000 tested, 1% active | AID 1508602; in the data active = activation above about 4.9%;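 also: 0% = median of compound wells and 100% = cells with positive control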
# Target sequence (Q8TDV0 whole entry, looked up): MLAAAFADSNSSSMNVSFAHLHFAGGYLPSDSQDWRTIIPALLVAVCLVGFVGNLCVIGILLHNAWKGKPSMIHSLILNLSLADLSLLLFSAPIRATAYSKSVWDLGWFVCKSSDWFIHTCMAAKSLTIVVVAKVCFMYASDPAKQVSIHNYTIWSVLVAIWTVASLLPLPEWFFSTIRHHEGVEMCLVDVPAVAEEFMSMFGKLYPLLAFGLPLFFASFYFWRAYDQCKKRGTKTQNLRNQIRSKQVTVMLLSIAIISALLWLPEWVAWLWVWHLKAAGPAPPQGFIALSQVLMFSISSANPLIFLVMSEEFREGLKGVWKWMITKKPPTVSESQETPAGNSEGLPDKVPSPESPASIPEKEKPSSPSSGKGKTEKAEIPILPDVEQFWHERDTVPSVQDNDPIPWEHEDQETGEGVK
# Starred values were filed as active, the others as inactive; . = not tested or not shown; & = joins results of further samples.
no.	structure	MITF inh	FBW7 activator	TEAD-YAP inh	GPR151 ag
1	CCOc1ccccc1-n1c(=S)sc2c(=O)n(-c3ccccc3F)c(SCC#N)nc21	-4.7	0.0	0.0	0.6
2	COc1ccc(C2(C(=O)Nc3nccs3)CCOCC2)cc1	2.8	0.8	14.4	-0.1
3	COC(=O)C1=C(C)N(C)C(C)=C(C(=O)OC)C1c1cccs1	-4.5	-0.1	4.1	0.1
4	CC1=CS/C(=C(/C#N)C(N)=O)N1c1ccccc1	12.6	0.1	20.2	-0.3
5	Cc1ccc2c(c1)C(O)(CC(=O)/C=C/C=C/c1ccccc1)C(=O)N2 (stereo not drawn)	14.2	0.4	7.1	-0.2
6	CCOC(=O)c1cnc2ccc(OCC)cc2c1NCCO	2.1	0.1	9.9	1.0
7	COc1ccc(OC)c(/C=C/C(=O)OC2CCOC2=O)c1 (stereo not drawn)	-11.4	0.0	-0.6	0.9
8	COC(=O)c1cn(C(=O)c2cc(OC)cc(OC)c2)nc1N	16.9	0.5	-6.5	-0.9
9	CCOC(=O)C1CCN(C2CCC(C)CC2)CC1 (stereo not drawn)	-3.7	0.1	-2.9	2.0
10	CCc1ccc(OC(=O)c2ccn(CC)n2)cc1	6.9	-0.1	-1.4	-0.5
11	Cc1cc(C)c(S(=O)(=O)Nc2cccc(N3CCCS3(=O)=O)c2)c(C)c1	-16.6	0.0	15.4	0.7
12	OC(COCCOc1ccc(Br)cc1)CN1CCCCC1 (stereo not drawn)	-3.6	-0.1	11.2	2.6
13	C[C@@H]1CN(C(=O)c2nc3ccc(Cl)cn3c2CNCCc2ccccc2F)C[C@H](C)O1	-6.6	-0.1	-4.7	0.4
14	O=C(COC(=O)c1cc(=O)c2ccccc2o1)Nc1cccc(Br)c1	7.2	0.1	-8.0	2.1
15	OC(COc1ccccc1Br)CN1CCN(Cc2ccccc2)CC1 (stereo not drawn)	6.1	0.5	8.8	1.0
16	C#CCOc1ccc2c(c1)c(C(=O)OCC)c(C)n2-c1ccc(OC)cc1	-7.3	0.1	-9.2	0.9
17	CCc1c(-c2ccccc2)n(CCc2ccccc2)c2nc3c(c(=O)n(C)c(=O)n3C)n12	9.8	0.2	-5.4	0.3
18	O=C(CCN1CCN(c2ccccc2)CC1)Nc1ccc(Cl)cc1	-5.5	0.0	1.2	-0.3
19	COc1ccc(NC(=O)/C(=C\C=C\c2ccccc2)NC(=O)c2ccccc2Cl)cc1	3.7	0.0	-3.6	2.4
20	Nc1c(Cl)cc(Cl)cc1C(=O)OCC(=O)NC1CC1	8.9	0.0	-3.2	-0.3
21	O=C(CC(NCc1ccco1)C(=O)O)Nc1cccc([N+](=O)[O-])c1 (stereo not drawn)	-1.5	0.0	13.4	0.7
22	O=C(NCC1CCC2(CCN(C(=O)/C(F)=C/c3ccccc3)CC2)O1)C1CCCCC1 (stereo not drawn)	4.4	-0.4	8.8	0.5
23	CC(NS(=O)(=O)c1ccc(F)cc1)C(=O)Nc1ccc(Br)cc1F (stereo not drawn)	7.3	0.1	0.0	1.8
24	CCOC(=O)C(=O)Nc1nc(-c2ccc3c(c2)CC(C)N3C(C)=O)c(C)s1 (stereo not drawn)	2.6	-0.1	-2.6	1.5
25	CCCCOC(=O)C(C)Oc1ccc2c(=O)c(-c3ccccc3OC)c(C(F)(F)F)oc2c1 (stereo not drawn)	-3.6	0.0	9.7	0.2
26	Cc1nc2cc(-c3cccc(Cl)c3)[nH]n2c(=O)c1Cl	13.5	0.1	-14.6	-0.7
27	CN1CCN(c2nc(N3CCOCC3)c3ccccc3n2)CC1	16.4	0.6	-15.6	-1.0
28	O=C(C1CCC(CNS(=O)(=O)c2cccc3cccnc23)CC1)N1CCCC1 (stereo not drawn)	9.7	-0.1	-3.5	0.7
29	CCOC(=O)C(CC)(CCC(=O)O)c1csc(N)n1 (stereo not drawn)	0.1	0.7	-0.6	-0.2
30	CS(=O)(=O)N(CC(=O)NC1CCCCC1)c1cc(C(F)(F)F)ccc1Cl	3.3	0.3	-4.1	-0.3
31	Cc1cc(C)cc(OCC(=O)Nc2ccc(-c3nc4ncccc4o3)cc2)c1	7.7	-0.2	-9.8	-2.0
32	O=C(O)c1ccccc1C(=O)Nc1ccc2c(c1)C(=O)c1ccccc1C2=O	3.2	0.0	-70.9	-6.5
33	O=C(Cn1cnc2c(cnn2-c2cccc(Cl)c2)c1=O)Nc1cccc2ccccc12	-9.7	-0.2	-4.3	-0.8
34	COC1=Cc2c(ccc3ccc(=O)oc23)OC1(C)C	-5.0	0.0	3.2	1.4
35	CSc1cccc(NC(=S)N(CCCN2CCCC(C)C2)Cc2ccco2)c1 (stereo not drawn)	1.3	0.0	-4.8	-1.4
36	Brc1ccc(CN2CCN(c3ncccn3)CC2)s1	46.2	-0.3	3.0	-0.8
37	Cc1ccc(C(=O)C2CCN(CC(=O)NC3CCCC3)CC2)cc1	-3.5	0.0	7.5	0.1
38	COC(=O)CCCC1=CC2=C(c3ccccc3)C(=O)C(C)(OC(=O)C3CCCC3)C(=O)C2=CO1 (stereo not drawn)	1.2	0.0	.	-1.3
39	O=C(Cc1ccccc1)NCC(=O)OCc1cccc([N+](=O)[O-])c1	10.9	-0.5	0.4	-1.0
40	O=C1CCCN1CCn1cnc2c(NCc3nc4ccccc4[nH]3)nc(-c3ccccc3)nc21	7.1	0.2	6.4	-1.0
41	O=C(OCCN(C1=NS(=O)(=O)c2ccccc21)c1ccccc1Cl)c1ccc([N+](=O)[O-])cc1	0.8	-0.2	-6.7	0.1
42	Cc1nc(N2CCCCC2)c2c(C)c(C(=O)N3CCN(c4ccc([N+](=O)[O-])cc4)CC3)sc2n1	6.0	0.3	17.8	-0.8
43	Cc1nn(C(=O)c2ccco2)c(C)c1Sc1ccccc1	-4.6	0.7	-2.3	0.4
44	O=C(CCCn1c(SCC(=O)c2ccccc2)nc2ccccc2c1=O)NCc1ccco1	-5.6	-0.1	7.1	1.1
45	O=C1C(=O)N(Cc2cccnc2)C(c2ccc(F)cc2)/C1=C(\O)c1ccc(F)cc1 (stereo not drawn)	12.1	-0.1	0.0	0.8

# Further records follow:
# Fields – MITF inh, FBW7 activator, TEAD-YAP inh, GPR151 ag
46) CC(=O)N=c1c(=O)c2c(c(=O)c1=Nc1ccccc1)NON2
→ -0.5, -0.7, 14.1, -5.3
47) COc1ccccc1N1CCN(c2ccc(C(=O)Nc3ccc(C)cc3C)cc2[N+](=O)[O-])CC1
→ 13.6, -0.1, 8.5, -1.0
48) O=C1CC(N2CCC(Cc3ccccc3)CC2)C(=O)N1CC(c1ccccc1)c1ccccc1 (stereo not drawn)
→ 8.8, -0.1, 4.6, 0.9
49) CC(C)NC(=O)CN(c1ccccc1F)S(=O)(=O)c1ccccc1
→ -13.5, -0.1, -5.6, -0.4
50) CCOc1ccc(N=C2SC(C(=O)O)CC(=O)N2C)cc1 (stereo not drawn)
→ 21.3, 0.2, 18.5, -0.6
51) CC(C)Oc1ccc(C(=O)Nc2c3c(nn2-c2ccc(Cl)cc2)CS(=O)(=O)C3)cc1
→ -3.0, -0.1, 2.8, -1.6
52) O=C(CN1C(=O)c2cccc([N+](=O)[O-])c2C1=O)Nc1nc(-c2ccccc2)cs1
→ -1.1, -0.3, -9.9, 0.4
53) CC(=O)c1coc2ccc(OCCN3CCCCC3)cc12
→ -6.9, -0.1, 5.7, 3.5
54) COc1cc2nc(NC3CCC(O)CC3)nc(Nc3ccccc3)c2cc1OC (stereo not drawn)
→ 1.6, -0.1, 8.1, -2.4
55) CCOC(=O)C(NC(=O)c1ccccc1)(Nc1ccc(F)c(Cl)c1)C(F)(F)F (stereo not drawn)
→ 5.6, 0.1, 1.4, 0.5
56) Cc1cc(C)nc(/N=C(N)/N=C2\CC(=O)N(c3ccccc3)N2)n1
→ 26.0, -0.6, -19.1, 0.1
57) O=C(CN1C(=O)c2ccccc2S1(=O)=O)N1CCN(Cc2ccccc2)CC1
→ -22.5, 0.0, -9.5, 0.8
58) COCCNc1ncnc2c1cnn2C
→ 21.8, 0.6, 0.6, -1.3
59) CC(=O)Nc1cccc(NC(=O)CCCOc2ccccc2)c1
→ 2.9, 0.4, 8.5, 0.2
60) CCCOc1ccc(N2C(=O)CC(N3CCN(c4ncccn4)CC3)C2=O)cc1 (stereo not drawn)
→ -5.9, 0.0, 7.8, -0.4
61) CCOC(=O)C1=C(C)N2CCS(=O)(=O)N=C2S1
→ 8.9, 0.0, -0.2, 2.7
62) CC(=O)c1ccc(S(=O)(=O)N2CCN(CC#N)CC2)cc1
→ 16.9, 0.0, -3.1, 1.2
63) Cc1cc(=O)[nH]c2nnc(SCc3ccccn3)n12
→ -12.8, 0.1, 10.2, 0.5
64) O=C(NCc1ccc(F)cc1)c1cc2nc(-c3ccccc3)cc(C(F)(F)F)n2n1
→ 3.2, -0.2, -0.9, -0.1
65) CCOC(=O)c1cc(-c2ccc(C)cc2)n(CC(=O)Nc2ccc(NC(C)=O)cc2)c1C
→ -0.4, -0.2, 11.0, 0.7
66) COc1ccc(OCCNC(=O)c2ccccc2OCC(=O)N2CCCCC2)cc1
→ 13.2, 0.3, -0.1, -2.0
67) O=C(Nc1cccc(Br)c1)c1ccccc1
→ -2.8, -0.1, -34.3, 0.8
68) Cc1c(NC(=O)CCC(=O)N2CCOCC2)c(=O)n(-c2ccccc2)n1C
→ 1.4, 0.2, 3.8, -0.4
69) CCC(=NCCc1ccccc1)C1=C(O)CCC1=O
→ 3.6, -0.1, -0.1, 0.1
70) CCCCCCCc1ccc(C(=O)Oc2ccc(Cl)cc2)cc1
→ -19.6, -0.1, 13.4, 0.4
71) COc1ccc(CSc2ccc(C(=O)Nc3cc(F)cc(F)c3)cc2[N+](=O)[O-])cc1
→ -12.9, -0.6, -4.8, 1.1
72) COc1ccc(N2Cc3ccccc3C2=NC(=O)c2cncc(Br)c2)cc1
→ 5.9, 0.1, -35.8, -7.7
73) Cc1ccc(S(=O)(=O)NC(O)C(=O)c2cccs2)cc1 (stereo not drawn)
→ 4.1, 0.1, 4.9, -0.9
74) CCC(Sc1nc2cc(C(=O)OC)ccc2c(=O)n1Cc1ccc2c(c1)OCO2)C(=O)NCc1cccnc1 (stereo not drawn)
→ 0.1, 0.1, -2.9, -1.0
75) O=S(=O)(c1ccccc1)n1nc(NCc2ccccc2)nc1NCc1ccccc1
→ -3.4, -0.1, -15.3, -0.7
76) CC(C)NC(=O)C(=O)NCCCN1CCOCC1
→ 7.9, 0.3, 0.3, 0.0
77) Cc1ccc(CN2CCN(Cc3ccc(F)cc3F)CC2CCO)o1 (stereo not drawn)
→ -15.6, -0.1, -0.8, 0.9
78) Cc1cccc(N2CC(C(=O)OCC(=O)Nc3ccccc3C(F)(F)F)CC2=O)c1C (stereo not drawn)
→ 7.5, 0.1, 2.8, -0.5
79) O=C(Nc1ccc(Cl)c(Cl)c1)c1ccc(F)c(S(=O)(=O)NCc2ccc3c(c2)OCO3)c1
→ -1.1, 0.0, -4.2, -0.1
80) O=C(COC(=O)c1cccc(N2C(=O)CCC2=O)c1)Nc1ccccc1Cl
→ 3.4, -0.1, 6.2, -0.1
81) CC1CCN(C(=O)CSc2nnc(C(C)C)n2C)CC1
→ -0.6, 0.1, 2.3, 0.8
82) COC(=O)C(C)Sc1nc2c(c(=O)[nH]c(=O)n2C)n1Cc1ccccc1Cl (stereo not drawn)
→ 4.0, -0.2, -3.0, 0.5
83) CCCN1CCC2(CC1)CC2C(=O)NCCc1c[nH]c2ccccc12 (stereo not drawn)
→ 4.0, 0.0, 3.4, -0.7
84) Cc1nc(NCCNC(=O)Nc2cccc(Cl)c2C)cc(N(C)C)n1
→ 7.0, 0.0, 6.2, 0.3
85) O=C(COC(=O)c1ccccc1Br)c1cccs1
→ 1.9, 0.0, 4.8, -1.0
86) CCCCOc1ccc(S(=O)(=O)NCCc2csc(-c3cccnc3)n2)cc1
→ 12.8, 0.6, -7.3, -1.3
87) O=C(COc1ccccc1F)Nc1ccc2cn[nH]c2c1
→ 11.7, 0.0, -58.7, -0.7
88) CC(C(=O)c1ccc(-c2ccccc2)cc1)[n+]1ccc2ccccc2c1 (stereo not drawn)
→ 7.4, 0.0, 56.0*, 0.4
89) CC1(C)CC(NC(=S)Nc2ccc(F)cc2)CC(C)(C)N1
→ 15.0&3.9, 0.6&0.0, 0.0&6.0, 0.1&0.8
90) CCCCn1c(=O)c2oc3ccccc3c2n(CC(=O)Nc2c(C)cc(C)cc2C)c1=O
→ 13.0, 0.0, 4.9, -0.7
91) O=C(CCl)Nc1ncc(Cc2ccccc2)s1
→ -10.8, 0.9, -4.0, -0.3
92) Cc1ccc2c(c1)nnn2C1CCN(C(=O)Nc2ccc(C#N)cc2)CC1
→ 10.0, 0.0, 1.0, 0.5
93) Cc1ccc2nc(NC(=O)CCn3cccc3)sc2c1
→ -0.3, -0.3, -17.8, 1.7

# Values by screen from the entries so far.
# FBW7 activator, nos. 80 to 89, in order: -0.1, 0.1, -0.2, 0.0, 0.0, 0.0, 0.6, 0.0, 0.0, 0.6&0.0

# Full records, quoted from the list. Order of screens: MITF inh	FBW7 activator	TEAD-YAP inh	GPR151 ag
# `O=C(COC(=O)c1cccc(N2C(=O)CCC2=O)c1)Nc1ccccc1Cl` is entered as 3.4	-0.1	6.2	-0.1
# `Cc1ccc2nc(NC(=O)CCn3cccc3)sc2c1` is entered as -0.3	-0.3	-17.8	1.7
# `O=C(CCl)Nc1ncc(Cc2ccccc2)s1` is entered as -10.8	0.9	-4.0	-0.3
# `O=C(COC(=O)c1ccccc1Br)c1cccs1` is entered as 1.9	0.0	4.8	-1.0
# `Cc1nc(NCCNC(=O)Nc2cccc(Cl)c2C)cc(N(C)C)n1` is entered as 7.0	0.0	6.2	0.3
